# Assay outcomes from PubChem BioAssay.
# GLS inhibitor – blocks human kidney-isoform glutaminase activity. AID 624170. hit rate 0.21% among 410,000. GLS enzymatic activity, qHTS titration. Potency, µM (titrated, usually from 45.5 µM), without a hit: top-dose activity change, negative = inhibition, actives largely listed as inhibitors. O94925; further: potency means the concentration at half of the fitted maximal effect; on the % scale 0 is the no-effect control and ±100 the full control effect
#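 Assay buffer: 45 mM KH2PO4 pH 8.2, 0.02% Tween-20. hKGA acts on L-glutamine (1 mM solution added); product glutamate is reported by an oxidase/peroxidase Amplex Red coupling, with fluorescence taken at baseline and 30 min.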
# BAZ2B block – inhibitors of human BAZ2B bromodomain | Q9UIF8 | AlphaScreen BAZ2B-H3K14Ac peptide displacement | Potency, µM (series often up to 114 µM), inactives show top-dose activity change, negative = inhibition, actives largely listed as inhibitors | hit rate 4.4% among 360,000; further: potency means the concentration at half of the fitted maximal effect; on the % scale 0 is the no-effect control and ±100 the full control effect; nearly all actives have a fitted effect of over 60% in size
# Target sequence (Q9UIF8 whole entry, looked up): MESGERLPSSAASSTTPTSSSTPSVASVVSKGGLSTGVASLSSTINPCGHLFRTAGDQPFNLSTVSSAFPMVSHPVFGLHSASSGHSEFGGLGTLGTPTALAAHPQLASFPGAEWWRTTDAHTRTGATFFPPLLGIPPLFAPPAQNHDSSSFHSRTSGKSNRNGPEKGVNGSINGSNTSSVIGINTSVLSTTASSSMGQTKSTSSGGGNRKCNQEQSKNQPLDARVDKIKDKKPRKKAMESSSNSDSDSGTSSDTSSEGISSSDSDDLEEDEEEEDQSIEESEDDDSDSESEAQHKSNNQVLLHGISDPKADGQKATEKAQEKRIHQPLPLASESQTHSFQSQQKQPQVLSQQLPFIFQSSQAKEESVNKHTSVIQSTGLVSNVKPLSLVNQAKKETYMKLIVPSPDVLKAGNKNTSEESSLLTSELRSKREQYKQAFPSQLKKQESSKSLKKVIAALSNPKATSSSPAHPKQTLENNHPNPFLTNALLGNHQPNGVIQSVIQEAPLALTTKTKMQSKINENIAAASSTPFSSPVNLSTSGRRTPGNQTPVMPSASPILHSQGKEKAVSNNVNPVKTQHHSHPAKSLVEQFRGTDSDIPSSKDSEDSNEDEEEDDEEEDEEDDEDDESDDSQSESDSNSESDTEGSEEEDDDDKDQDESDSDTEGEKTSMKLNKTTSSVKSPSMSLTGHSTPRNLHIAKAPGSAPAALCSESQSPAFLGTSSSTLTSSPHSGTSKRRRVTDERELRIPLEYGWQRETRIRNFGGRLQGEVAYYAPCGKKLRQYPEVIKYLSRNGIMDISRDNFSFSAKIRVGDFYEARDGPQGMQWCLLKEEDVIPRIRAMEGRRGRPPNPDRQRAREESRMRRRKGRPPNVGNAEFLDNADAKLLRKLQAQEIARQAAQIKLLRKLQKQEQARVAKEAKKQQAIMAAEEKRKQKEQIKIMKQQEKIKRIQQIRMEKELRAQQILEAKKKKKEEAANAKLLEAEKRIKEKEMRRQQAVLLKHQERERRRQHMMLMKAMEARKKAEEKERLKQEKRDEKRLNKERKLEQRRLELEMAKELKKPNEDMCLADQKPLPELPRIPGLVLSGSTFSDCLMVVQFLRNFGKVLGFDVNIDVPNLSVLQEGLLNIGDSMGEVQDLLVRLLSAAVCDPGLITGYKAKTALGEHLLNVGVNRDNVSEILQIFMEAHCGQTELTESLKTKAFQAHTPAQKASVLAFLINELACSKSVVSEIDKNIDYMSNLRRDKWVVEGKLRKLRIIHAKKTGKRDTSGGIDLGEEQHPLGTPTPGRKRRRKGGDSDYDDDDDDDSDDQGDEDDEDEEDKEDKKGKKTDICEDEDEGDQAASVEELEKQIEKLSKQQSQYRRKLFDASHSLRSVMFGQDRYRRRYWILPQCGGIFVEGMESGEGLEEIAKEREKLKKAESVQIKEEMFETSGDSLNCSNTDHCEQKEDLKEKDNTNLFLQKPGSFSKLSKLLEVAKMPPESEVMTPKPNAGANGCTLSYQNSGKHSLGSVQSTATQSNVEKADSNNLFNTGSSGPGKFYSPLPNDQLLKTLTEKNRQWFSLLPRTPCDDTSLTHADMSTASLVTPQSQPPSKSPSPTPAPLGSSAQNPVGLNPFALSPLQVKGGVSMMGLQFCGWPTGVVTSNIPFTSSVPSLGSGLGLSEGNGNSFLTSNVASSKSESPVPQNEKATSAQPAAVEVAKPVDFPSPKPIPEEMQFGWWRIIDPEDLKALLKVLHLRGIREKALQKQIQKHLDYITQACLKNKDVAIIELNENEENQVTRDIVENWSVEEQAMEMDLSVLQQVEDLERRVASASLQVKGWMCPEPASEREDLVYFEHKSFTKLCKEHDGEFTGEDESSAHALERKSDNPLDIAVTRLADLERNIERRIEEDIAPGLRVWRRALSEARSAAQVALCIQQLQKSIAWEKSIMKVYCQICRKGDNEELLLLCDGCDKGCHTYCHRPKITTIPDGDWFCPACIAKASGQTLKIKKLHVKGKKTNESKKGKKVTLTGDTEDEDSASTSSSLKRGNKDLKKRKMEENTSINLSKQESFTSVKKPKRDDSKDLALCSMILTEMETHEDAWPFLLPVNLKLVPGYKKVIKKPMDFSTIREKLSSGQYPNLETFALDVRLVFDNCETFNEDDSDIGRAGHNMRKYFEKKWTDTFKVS
#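 Multi-concentration screen (max 110 uM) measuring displacement of acetylated histone H3 peptide from BAZ2B by AlphaScreen, using 50 nM protein, 50 nM peptide and 10 ug/mL streptavidin donor plus Ni-chelate acceptor beads.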
# HP1b binding inh – inhibitors of HP1-beta chromodomain binding to methylated histone tails; AlphaScreen HP1-beta / biotin-H3K9me3 peptide binding; hit rate 0.56% among 390,000; Potency, µM (titrated, usually from 114 µM), for inactives: at the top dose activity change, negative = inhibition, most hits filed as inhibitors; further: potency means the concentration at half of the fitted maximal effect; nearly all actives have a fitted effect of over 70% in size; inactives centre near 23
#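 AlphaScreen: HP1-beta (50 nM) preformed 30 min with biotin-H3(1-18)K9me3 peptide (50 nM) in PBS pH 7.4, 0.01% Tween-20. Compound added for 30 min at RT, then streptavidin donor/nickel chelate acceptor beads (10 ug/mL) for 30 min.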
# ERG-DNA inh – ERG Ets/DNA interaction inhibition. P11308. fluorescence polarization, His-ERG Ets domain / labelled DNA. Potency, µM (top dose mostly 76.9 µM), without a hit: at the highest dose FP activity, negative = inhibition, hits mostly inhibitors. hit rate 0.028% among 370,000; active means well fitted inhibition curve with a large enough effect in the polarisation, with a control signal flat; inconclusive means small, poorly fitted or top-dose-only effect, or effect the other way, or a change in a side signal; inactive means no such curve, though single readings can be large or run the other way; the % refers to the polarisation;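 further: polarization taken with two DNA probes labelled with fluorescein and Texas red; potency means the concentration at half of the fitted maximal effect; % of control where 0% means no effect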
#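 His-tagged ERG Ets domain (1 uM in the protein solution; 300mM KCl, 50mM Tris-HCl, 1mM EDTA, 1mM DTT, pH 7.5) received compound, then a probe mix of 5 nM fluorescein-DNA and 100nM Texas-615-DNA. Fluorescence polarization was read for both dyes.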
# 12-LOX inh – inhibitors of human 12S-lipoxygenase ALOX12 | P18054 | purified 12hLO, xylenol orange hydroperoxide absorbance | Potency, µM (highest dose often 108 µM), inactives show top-dose activity change, negative = inhibition, usual class: inhibitors | hit rate 1.1% among 580,000; further: potency means the concentration at half of the fitted maximal effect; on the % scale 0 is the no-effect control and ±100 the full control effect
#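 Purified human 12hLO at 150 nM in 25 mM Hepes, 0.01% Triton X-100, pH 7.0, preincubated 15 min at room temperature with compound. Reaction started with 40 uM arachidonic acid, 30 min at room temperature. Hydroperoxide measured by Fe-xylenol orange, 573/405 nm absorbance ratio.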
# JMJD2A Tudor – inhibitors of human JMJD2A Tudor domain. O75164. AlphaScreen JMJD2A-Tudor / H3K4me3 peptide binding. Potency, µM (titrated, usually from 114 µM), for the others: top-dose activity change, negative = inhibition, most hits filed as inhibitors. hit rate 4.4% among 390,000; further: potency means the concentration at half of the fitted maximal effect; on the % scale 0 is the no-effect control and ±100 the full control effect; nearly all actives have a fitted effect of over 50% in size
# RGS4 inh – blocks human RGS4-accelerated GTP hydrolysis. hit rate 0.039% among 390,000. Potency, µM (top dose mostly 114 µM), for inactives: at the highest dose activity change, negative = inhibition, actives largely listed as inhibitors. Transcreener GDP fluorescence polarization, RGS4-accelerated GTP hydrolysis; further: potency means the concentration at half of the fitted maximal effect; on the % scale 0 is the no-effect control and ±100 the full control effect; nearly all actives have a fitted effect of over 75% in size; some results filed as inactive show a strong effect at the top dose
#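 MLSMR compounds (23 nl, pin-transferred) preincubated 10 min at room temperature with a 500nM (2x) first reagent, then RGS4 at 900nM (2x) plus Transcreener GDP mix added; fluorescence polarization (620/688 nm) read before and after 90 min at 30 °C.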
# PI4K2A inh – PI4K2A (human) kinase inhibition. Q9BTU6. purified PI4K2A, ADP-Glo luminescence, 1 h; hits give low values. activity change, negative = inhibition, % at 76.9 µM. hit rate 0.13% among 420,000; in the data active means activity change below about -50%; inconclusive means mostly about -30% to -49%;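 further: -100% = wells without enzyme as full effect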
#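 ADP-Glo luminescence measured ADP generated by PI4K2A enzyme (4 ug/mL before mixing) with 1.2 mM PI substrate (pre-mix) and 300 microM ATP (pre-mix). Tris pH7.5 buffer with MgCl2, Triton X-100; 1 h reaction at ambient temperature.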
# G9a block – blocks human histone lysine methyltransferase G9a. Q96KQ7. G9a H3K9 monomethylation, AlphaScreen, 2 h. Potency, µM (titrated, usually from 102 µM), inactives show top-dose activity, negative = inhibition, most hits filed as inhibitors. hit rate 8.8% among 350,000. AID 504332; further: potency means the concentration at half of the fitted maximal effect; on the % scale 0 is the no-effect control and ±100 the full control effect; nearly all actives have a fitted effect of over 75% in size
#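 Step 1: enzyme (final 20 nM) with compound, 15 min RT. Step 2: substrate peptide 500 nM and SAM 20 uM, 2 h RT. Step 3: anti-H3K9me1 antibody and AlphaScreen beads, 10 min, then plate read.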
# The depositor's hits bear a star; ? = inconclusive; / = no result given; & = joins results of further samples; [ ] = dose if it differs, or a comment. Unless noted, the call rests on the fitted dose curve; in most records, active means well fitted curve in the direction sought with a large enough effect; inconclusive means small, poorly fitted or top-dose-only effect, or another doubt; inactive means no such curve, though single readings can be large; an effect the other way counts as inactive or inconclusive.
ERG-DNA inh	JMJD2A Tudor	12-LOX inh	G9a block	HP1b binding inh	PI4K2A inh	GLS inhibitor	RGS4 inh	BAZ2B block	mol
0%	10%	3%	37%[activator]	73%[activator]	0	-5%	-8%	10%	Cc1ccc(SCCCn2cnc3ccccc3c2=O)cc1
9%	35%	-6%	20%[59 µM]	60%	-1	10%	-13%	96%[activator]	CCOC(=O)C1=NN(c2ccc(C)cc2)CC1C(=O)OC (configuration not stated)
11%	-27%	/	2%	-1%	4	12%	22%	-27%	Clc1ccc(N2CCN(/N=C/c3cccnc3)CC2)cc1
3%	-20%	-26%	-51%[59 µM]	-8%	3	-3%	-4%	-27%	Cc1ccc(NC(=O)/C(C#N)=C/c2ccc(-c3ccc(Cl)c(C(=O)O)c3)o2)cc1C
/	1%	?	16%	39%[activator]	-5	-29%	1%	74%[activator]	O=C(NCCCc1ccccc1)c1ccccc1O
-6%&-1%	-16%&-15%	-2%&-5%	14%	22%&14%	4&1	5%&2%	24%[11.4 µM]	-6%&-8%	COC(=O)c1cc(S(=O)(=O)NCC2CCN(Cc3ccc(F)cc3)CC2)c[nH]1
2%	-19%	?	13µM*	-14%	0	-14%	-34%	-1%	CCc1c(C)sc(NC(=O)c2cc(-c3ccco3)on2)c1C#N
-7%	?	1%	/	8%	-1	24%	37%	-6%	O=C1C2C3C=CC(C3)C2C(=O)N1c1ccc(S(=O)(=O)Nc2nccs2)cc1 (configuration not stated)
8%	-20%	54%[activator]	/	30%	1	-8%	?	/	N#CCC(=O)Nc1ccc(C(=O)OCC(=O)NC(=O)Nc2ccc3c(c2)OCCO3)cc1
-4%	-7%	0%	4%[59 µM]	29%[57 µM]	2	-26%	-13%	5%	Cc1ccc(NC(=O)Nc2ccccc2OCc2cc(=O)n3ccccc3n2)c(Cl)c1
-1%	-5%	?	-1%	42%[activator]	-8	-5%	-48%	-12%	NS(=O)(=O)c1ccc(Nc2nc(-c3cccnc3)cs2)cc1
8%	45µM*	35µM*	10µM*	?	-5	15%	?	18µM*	O=C1NC(=S)/C(=C\c2ccc(-c3ccccc3Cl)o2)S1
-1%	19%	-21%	-4%[59 µM]	68%[activator]	-4	-1%	-9%	15%[57.1 µM]	Cc1cc(C)cc(Nc2ncnc3onc(-c4ccc(F)cc4)c23)c1
-11%	6%	-22%	-19%	18%	7	9%	5%	-2%	COc1ccc(NC(=O)C(NC(=O)Cc2cccs2)c2ccccc2)cc1 (configuration not stated)
-8%	?	23%	79µM*	18%	-1	23%	0%	35µM*	CCN(CC)CCN(C(=O)c1ccc2c(c1)OCCO2)c1nc2ccc(C)cc2s1
11%	7%	-6%	21%	37%[activator]	-1	-16%	-3%	54%[activator]	CCOc1ncccc1C(=O)OCC(=O)c1ccc(C)c(C)c1
1%	-8%	-4%	51%	30%	3	2%	21%	6%	COc1ccc(NC(=O)c2cccnc2)cc1
-10%	-21%	11%	-39%	33%	5	7%	17%	?	O=C(CC1C(=O)NCCN1Cc1ccc(F)c(F)c1)NCCCn1ccnc1 (configuration not stated)
/	-3%	-23%	11µM*	9%	0	5%	13%	0%	CCCCCCCC(=O)OC(CN1CCCCC1)CN1CCCC1=O (configuration not stated)
-10%	12%	0%	-10%[59 µM]	98%[activator]	-8	-4%	-18%	2%	Cc1cccc(-n2c(N)c(C(=O)NCCN3CCOCC3)c3nc4ccccc4nc32)c1
1%	?	2%	0%	-6%	1	2%	-49%	-16%	CCCCCCc1c(C)nc(-n2[nH]c(C)c(CCO)c2=O)[nH]c1=O
-4%	17%[57.1 µM]	?	6%[59 µM]	47%[activator]	-3	-3%	-25%	-2%	O=C(Nc1ccccc1)Nc1cccc(Cl)c1Cl
11%	-27%	4%	45µM*	10%	0	2%	-26%	?	Cc1cc(C(=O)COC(=O)c2ccc([N+](=O)[O-])o2)c(C)n1CC1CCCO1 (configuration not stated)
13%	-18%	-5%	-11%	14%	3	2%	-1%	9%	COc1ccc(C(=O)C2CCN(C(=O)Nc3ccccc3C)CC2)cc1
5%	-6%	0%	/	52%[activator]	-1	-5%	-11%	-4%	O=[N+]([O-])c1cccc(S(=O)(=O)Nc2ccc(S(=O)(=O)NCC3CCCO3)cc2)c1 (configuration not stated)
-1%	-10%	31%	9%	21%	-6	3%	16%	2%	CCC(C)NC(=O)c1cc(S(=O)(=O)N2CCCCC2)c[nH]1 (configuration not stated)
-3%	?	?	14µM*	-18%	5	75%[activator]	?	50µM*	CCN(CCCNC(=O)c1[nH]c(C)c(C(C)=O)c1C)c1ccccc1
2%	-2%[57.1 µM]	0%	12%[59 µM]	52%[activator]	-2	16%	24%	-26%	Cc1[nH]nc(N2CCCCC2)c1[N+](=O)[O-]
-3%	1%	-3%	34%[activator]	29%	-13	-4%	19%	-19%	CC1CCCC(NC(=O)c2cccc(S(=O)(=O)N3CCCCC3)c2)C1C (configuration not stated)
-7%	-6%	-24%	-19%[0.0925 µM]	13%	0	-6%	-26%	14%	CCNC(=O)CCn1nc(-c2ccc(Cl)cc2)c2ccccc2c1=O

# Sorted by formula weight (rising): some entries from above.
ERG-DNA inh	JMJD2A Tudor	12-LOX inh	G9a block	HP1b binding inh	PI4K2A inh	GLS inhibitor	RGS4 inh	BAZ2B block	mol
2%	-2%[57.1 µM]	0%	12%[59 µM]	52%[activator]	-2	16%	24%	-26%	Cc1[nH]nc(N2CCCCC2)c1[N+](=O)[O-]
-3%	?	?	14µM*	-18%	5	75%[activator]	?	50µM*	CCN(CCCNC(=O)c1[nH]c(C)c(C(C)=O)c1C)c1ccccc1
8%	-20%	54%[activator]	/	30%	1	-8%	?	/	N#CCC(=O)Nc1ccc(C(=O)OCC(=O)NC(=O)Nc2ccc3c(c2)OCCO3)cc1

# Continued.
ERG-DNA inh	JMJD2A Tudor	12-LOX inh	G9a block	HP1b binding inh	PI4K2A inh	GLS inhibitor	RGS4 inh	BAZ2B block	mol
-2%	-22%	?	-10%	0%	0	4%	26%	3%	CCC(c1nnc(SCC(=O)Nc2ccc(Cl)cc2C(F)(F)F)n1C1CCCCC1)N(C)C (configuration not stated)
7%	?	?	-33%[59 µM]	-1%	1	1%	0%	?	COc1ccc(-c2onc(C)c2C)cc1S(=O)(=O)NCC1CCN(Cc2cc(C)ccc2C)CC1
7%	-8%	-2%	-2%[2.33 µM]	43%[activator]	3	-3%	11%	16%	CNC(=O)c1ncnnc1N(C)C(=O)NCc1ccccc1
-11%	-5%	-1%	?	35%	2	0%	-30%	11%	CC1=C(OC(=O)c2ccccc2)C(C)(C)C(c2ccccc2)OC1=O (configuration not stated)
-2%	-17%	-4%	-4%	29%	-1	-5%	-3%	-34%	COc1ccc(NC(=O)C2(N(C(=O)Cn3nnnc3N)c3ccc(OC)cc3)CCCCC2)cc1
/	24%&20%	-2%	36%	70%&116%	-1	-9%	-4%&16%	16%	CC1=CC(C)(C)N(S(=O)(=O)c2ccc(C)cc2)c2ccccc21
-14%	-12%	?	16%[59 µM]	7%	-2	21%	3%	?	CC(OC(=O)c1cccc(N2C(=O)c3ccccc3C2=O)c1)C(=O)Nc1ccc(N(C)C)cc1 (configuration not stated)
-18%	15%	-15%	28%[59 µM]	27%	2	/	17%	2%	Nn1c(SCc2nc3ccccc3[nH]2)nnc1-c1ccccc1
-2%	-10%	?	/	58%[activator]	1	-1%	4%	9%	O=C(O)c1ccc(NCc2cccnc2)c([N+](=O)[O-])c1
3%	-5%	?	/	17%	2	4%	5%	-6%	CCC(=O)c1ccc(N2CCN(C(=O)c3cccs3)CC2)c(F)c1
1%	23%	-25%	7%[2.33 µM]	101%[activator]	4	17%	-14%	7%	CCc1c(C)nc(SCC(=O)CC(=O)OC(C)C)c(C#N)c1C
5%	2%	-25%	9%	29%	1	10%	-8%	-21%	COc1ccc2[nH]c(=O)c(CN(Cc3cccnc3)C(=S)NCC3CCCO3)cc2c1 (configuration not stated)
4%	8%	308%[activator]	/	21%	3	18%	10%	/	N#Cc1ccc(OCC(=O)N2CCc3ccccc32)cc1
10%	-30%	?	/	11%[57 µM]	-16	16%	-10%	/	O=C1CCCCC1Nc1ccc2ccccc2c1 (configuration not stated)
1%	-9%	4%	25%[12.7 µM]	3%	-3	8%	34%	-3%	COCCNC(=O)CSc1nnc(-c2ccccc2F)n1Cc1ccccc1
-8%	-2%	-13%	31%[activator]	48%[activator]	8	4%	-10%	-15%	Cc1cc(=O)oc2c(C)c(OCC(=O)N3CCN(C(=O)C4COc5ccccc5O4)CC3)ccc12 (configuration not stated)
-9%	-18%	0%	2%	23%	1	11%	11%	1%	O=C(O)c1ccc(CNCc2cccc(Oc3ccccc3)c2)cc1
-19%	-28%	0%	-3%[59 µM]	20%	2	14%	7%	-38%	COc1ccc(NC(=O)C(NS(=O)(=O)c2cccc3nsnc23)C(C)C)cc1OC (configuration not stated)
12%	?	11%	47%[activator]	-17%	5	-1%	21%	-19%	CSc1ccccc1OCc1cc(C(=O)N2CCN(Cc3nccn3C)CC2)no1
6%	-31%	1%	4%[59 µM]	-10%	1	1%	-23%	-9%	CCOC(=O)c1c(NC(=O)CSc2nnc(CNc3ccc(C)cc3C)o2)sc(C)c1C
4%	-9%	0%	-5%[59 µM]	17%	-5	10%	12%	14%	O=C(CSc1nnc(-c2ccco2)o1)NC1CC2CCC1C2 (configuration not stated)

# Some of the compounds tested; the hit share may differ from the screen's.
